UBC13 inh = UBC13 polyubiquitin chain formation inhibitors, primary screen, biochemical, TR-FRET, uHTS | 0.47% of 330,000 active | inhibition, % at 20 µM | Ubiquitin-conjugating enzyme E2 N (Homo sapiens), P61088; in the data active = inhibition above about 45%, passing the limit was not always enough
Target sequence (P61088 whole entry, looked up): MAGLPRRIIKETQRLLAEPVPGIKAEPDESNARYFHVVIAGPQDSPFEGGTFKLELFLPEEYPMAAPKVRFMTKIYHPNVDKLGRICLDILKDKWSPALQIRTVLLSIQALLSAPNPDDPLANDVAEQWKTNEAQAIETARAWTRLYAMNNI
HKDC1 inhibitor = HKDC1 hexokinase inhibitors, primary screen, biochemical, fluorescence, uHTS. Q2TB90. 0.16% of 340,000 active. recombinant HKDC1, G6PDH/diaphorase resazurin coupled fluorescence. inhibition, % at 20 µM;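 active = inhibition above about 35% when tested at 20 µM, limit read from the data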;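 also: plate controls were DMSO wells with enzyme for no effect and DMSO wells lacking enzyme for full effect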
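Assay system – recombinant HKDC1 (HK5) hexokinase enzyme, produced in-house · Input – HKDC1 at 5 µg/mL · Reagent – glucose plus 1 mM ATP as hexokinase substrates · Timing – 90 min reaction incubation at room temperature, dark · Measured by – G6PDH/diaphorase-coupled fluorescence, 1 mM NADP, 100 µM resazurin, 525/613 nm · Benchmarks – DMSO-enzyme wells negative, buffer-substituted wells positive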
SENP8 block-1 = SENP8 protease inhibitors, primary screen, biochemical, luminescence; purified SENP8, Z-RLRGG-aminoluciferin cleavage; AID 2540, 2010; inhibition, % at 10 µM; 1.2% of 330,000 active; Sentrin-specific protease 8 (Homo sapiens), Q96LD8; in the data active = inhibition above about 50%
Target sequence (Q96LD8 whole entry, looked up): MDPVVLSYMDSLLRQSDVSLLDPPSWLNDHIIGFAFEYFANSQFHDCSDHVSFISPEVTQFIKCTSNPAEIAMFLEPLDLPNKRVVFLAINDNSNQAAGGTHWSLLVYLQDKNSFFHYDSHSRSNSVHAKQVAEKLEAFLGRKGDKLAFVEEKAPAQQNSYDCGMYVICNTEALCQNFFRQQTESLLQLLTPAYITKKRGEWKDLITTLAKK
SENP8 block-2 = human SENP8 protease inhibitors, primary screen, biochemical, fluorescence, Nedd8 protein substrate, uHTS. Sentrin-specific protease 8 (Homo sapiens), Q96LD8. recombinant SENP8. inhibition, % at 20 µM. 0.64% of 360,000 active. AID 602440, 2012; in the data active = inhibition mostly above about 40%, no sharp cut-off; inactive = mostly below about 27%
SENP6 inh = SENP6 protease inhibitors, primary screen, biochemical, luminescence, uHTS | AID 2599, 2010 | 1.8% of 330,000 active | inhibition, % at 10 µM | Recombinant SENP6 catalytic domain, aminoluciferin luminescence | Sentrin-specific protease 6 (Homo sapiens), Q9GZR1;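 active = inhibition above about 50% at the single tested dose, limit read from the data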;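 also: plate controls were DMSO wells with enzyme for no effect and DMSO wells lacking enzyme for full effect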
Target sequence (Q9GZR1 628-1112 limits assumed): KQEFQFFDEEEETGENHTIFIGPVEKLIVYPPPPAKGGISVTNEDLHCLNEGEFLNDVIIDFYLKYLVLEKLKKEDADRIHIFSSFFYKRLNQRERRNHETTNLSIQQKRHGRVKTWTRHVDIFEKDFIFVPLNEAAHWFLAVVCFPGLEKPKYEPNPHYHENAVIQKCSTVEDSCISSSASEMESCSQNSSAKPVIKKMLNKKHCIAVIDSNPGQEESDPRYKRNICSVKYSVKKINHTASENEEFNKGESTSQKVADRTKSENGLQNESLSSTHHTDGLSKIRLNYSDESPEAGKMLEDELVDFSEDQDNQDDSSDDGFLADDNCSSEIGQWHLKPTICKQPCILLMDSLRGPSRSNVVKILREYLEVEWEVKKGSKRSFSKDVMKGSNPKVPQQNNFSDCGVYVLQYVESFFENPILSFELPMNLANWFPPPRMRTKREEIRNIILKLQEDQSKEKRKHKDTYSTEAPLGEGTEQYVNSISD
PfG6PD inh = PfG6PD enzyme inhibitors, primary screen, biochemical, fluorescence intensity, uHTS; AID 504690, 2011; 0.78% of 350,000 active; glucose-6-phosphate dehydrogenase-6-phosphogluconolactonase (Plasmodium falciparum 3D7); inhibition, % at 20 µM; PfGluPho enzyme, NADPH resazurin-diaphorase fluorescence;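 active = inhibition reaching at least a set limit at 20 µM in the primary screen, cut at about 59% in these data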;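 also: 0% = DMSO wells with substrate and 100% = DMSO wells lacking glucose-6-phosphate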
SENP7 inh = SENP7 protease inhibitors, primary screen, biochemical, luminescence, uHTS; inhibition, % at 5 µM; 1.5% of 330,000 active; Sentrin-specific protease 7 (Homo sapiens), Q9BQF6; recombinant SENP7, Z-RLRGG-aminoluciferin luminescence, 40 min; AID 434973, 2010;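 active = inhibition above about 50% at the single test dose, limit read from the data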;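 also: plate controls were DMSO with enzyme for no effect and no enzyme buffer wells for full effect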
SENP1 inh = human SENP1 catalytic domain inhibitors, primary screen, biochemical, FRET, uHTS | Sentrin-specific protease 1 (Homo sapiens), Q9P0U3 | recombinant SENP1 catalytic domain, CyPet-SUMO1-YPet FRET cleavage | inhibition, % at 10 µM | 0.21% of 360,000 active | AID 624204, 2012;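 active = inhibition at least 30% at 10 µM, raw YFP signal under a set limit, fluorescence ratio 0.5 to 1.5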;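 also: 0% = enzyme with DMSO and 100% = no enzyme wells; some results filed as inactive read as strong as hits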
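Compound: 10 µM single point, 0.5% DMSO; Test system: hSENP1 catalytic domain, recombinant; Timing: 50 min reaction at room temperature; Technique: FRET, CFP and YFP emission; Control set: no-enzyme wells low, DMSO-plus-enzyme wells high control.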
beta cell repl = inducers of MIN6 beta-cell proliferation, primary screen, ATP luminescence, uHTS; MIN6 cells proliferation, ATPlite luminescence, 48 h; cells starved in 0.2% serum; 100% = growth in 10% serum; proliferation, % at 10 µM; 0.29% of 330,000 active; AID 2380, 2010;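 active = compounds whose signal lies at least 3.5 SD above the mean of all wells on their plate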;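 also: 0% = DMSO-treated cells in low-serum medium and 100% = 10% serum control; some compounds called inactive have numbers as strong as hits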
Numbers without * were called inactive; · = not tested or not shown.

Molecule	SENP1 inh	beta cell repl	PfG6PD inh	HKDC1 inhibitor	SENP8 block-2	SENP8 block-1	SENP7 inh	UBC13 inh	SENP6 inh
CN(C(=O)c1cccc(NC(=O)Cc2ccc(NC(=O)C3CCN(C(=O)C4CCC4)CC3)cc2)c1)C1CCCCC1	3	·	-6	-4	4	·	·	·	·
COc1ccc([N+](=O)[O-])cc1NC(=O)CCN1CCOCC1	-3	-3	8	-8	16	2	6	0	18
COc1ccc(C(=O)NC(=S)N2CCCCC2)cc1	3	-3	25	-1	7	-5	8	4	-3
CCOC(=O)c1ccccc1OC(=O)Oc1ccccc1C(=O)OCC	1	·	0	-3	-5	·	·	·	·
Cc1cccc(N/N=C/c2ccc(O)c(O)c2O)c1	-1	-6	84*	14	67*	28	8	20	10
O=C(OCc1cc2ccccc2[nH]c1=O)c1cccc([N+](=O)[O-])c1	1	4	-3	10	0	0	-1	21	-10
COC(=O)c1sc(=S)n(Cc2ccccc2)c1C	-1	-2	-17	2	24	-12	-15	4	-21
Cc1ccc(S(=O)(=O)N2CCC(C(=O)NCCC3=CCCCC3)CC2)c(C)c1	1	-4	-5	-3	-34	-8	14	0	-14
O=C(c1nc[nH]c1C(=O)N1CCc2ccccc2C1)N1CCc2ccccc2C1	-3	0	-3	-1	18	2	-6	16	7
CCOC(=O)NC1(NCC(C)C)Oc2ccccc2O1	2	-4	8	10	3	5	-3	4	8
Cc1ccc(NC(=O)C(=O)NC2CCCCC2)cc1	-1	-4	-4	-8	22	-13	30	-4	-8
O=C(c1ccccc1)N1CCN(C(=O)c2cc3ccccc3o2)CC1	0	-4	-12	-1	18	-2	-1	4	-5
Cc1ccc2[nH]c3c(=O)n(Cc4ccncc4)cnc3c2c1	1	1	-6	-3	-157	0	3	2	0
CCOC(=O)C1(CCc2ccccc2)CCN(C(=O)CCc2cnn(C)c2)CC1	1	-1	-2	-9	7	-10	10	0	-2
COc1ccccc1CCC(=O)OCC(=O)Nc1ccc2[nH]c(=O)[nH]c2c1	2	-1	5	-5	-14	7	-2	0	-3

Some entries already given with just beta cell repl, SENP8 block-1 and SENP8 block-2:
compound | beta cell repl | SENP8 block-1 | SENP8 block-2
O=C(c1ccccc1)N1CCN(C(=O)c2cc3ccccc3o2)CC1 | -4 | -2 | 18
COc1ccc(C(=O)NC(=S)N2CCCCC2)cc1 | -3 | -5 | 7
CCOC(=O)C1(CCc2ccccc2)CCN(C(=O)CCc2cnn(C)c2)CC1 | -1 | -10 | 7

(more compounds)
Molecule	SENP1 inh	beta cell repl	PfG6PD inh	HKDC1 inhibitor	SENP8 block-2	SENP8 block-1	SENP7 inh	UBC13 inh	SENP6 inh
CN(CC(=O)Nc1ccc(Cl)c(Cl)c1)C(=O)c1cccc2cccnc12	-33	1	0	-6	-3	-2	5	12	-6
O=C(Cc1ccc([N+](=O)[O-])cc1)N1CCN(c2ccc([N+](=O)[O-])cc2)CC1	-1	-3	-4	-2	23	0	-6	-12	10
CCn1c(SCC(=O)OCc2ccccc2)nnc1-c1ccco1	-2	2	-1	8	11	5	1	9	-2
Cc1cnc(C(=O)N2CCCC(C(=O)c3ccc(C(F)(F)F)cc3)C2)cn1 (stereo not drawn)	-1	-3	3	-4	11	-12	-12	2	-17
N#CC1C(=O)NC(=O)CC12CCCCC2 (stereo not drawn)	2	·	3	-7	1	·	·	·	·
CCN(CC)c1ccc(/C=N/NS(=O)(=O)c2cccc([N+](=O)[O-])c2)cc1	-22	-1	24	-7	-15	-15	-6	-30	4
NS(=O)(=O)c1ccc(CCN=Cc2ccccc2O)cc1	-8	-1	-6	-5	14	4	5	7	14
O=C(Cc1ccc([N+](=O)[O-])cc1)N1CCCc2ccccc21	-1	0	17	16	5	-9	-4	-8	-15
O=C(Nc1ccc(S(=O)(=O)NCc2cccnc2)cc1)c1ccco1	0	-1	-1	-5	-1	1	0	0	-13
Cc1cc(C)nc(SCc2nnc(SCC(=O)OC3CCCCC3)o2)n1	-1	-2	-9	-7	6	-12	-11	-6	-5
CCc1cc(OCCOCCN(C)C)ccc1Cl	0	0	-11	0	12	1	7	4	-7
CCc1ccc2[nH]c(=O)c(CN(Cc3nnnn3C3CCCC3)C3CCCCC3)cc2c1	-21	-4	23	-1	-114	-11	-15	1	-25
Cc1noc(C)c1COC(=O)c1cc(S(=O)(=O)N2CCOCC2)ccc1Cl	0	0	-27	-4	12	-1	3	20	2
COc1ccc(/C=N/NC(=O)c2ccccc2)cc1CN1CCN(c2ccc(F)cc2)CC1	2	2	-6	-2	-5	0	-8	6	-1
Cc1oc(-c2ccccc2F)nc1CS(=O)CC(=O)NC1CCCCC1 (stereo not drawn)	1	0	2	-4	7	3	0	-2	2

Some of these compounds in order of the SENP7 inh value, lowest first.
| smiles | SENP1 inh | PfG6PD inh | HKDC1 inhibitor | SENP7 inh | UBC13 inh | SENP6 inh |
| --- | --- | --- | --- | --- | --- | --- |
| Cc1cc(C)nc(SCc2nnc(SCC(=O)OC3CCCCC3)o2)n1 | -1 | -9 | -7 | -11 | -6 | -5 |
| CCN(CC)c1ccc(/C=N/NS(=O)(=O)c2cccc([N+](=O)[O-])c2)cc1 | -22 | 24 | -7 | -6 | -30 | 4 |
| CCn1c(SCC(=O)OCc2ccccc2)nnc1-c1ccco1 | -2 | -1 | 8 | 1 | 9 | -2 |
| CN(CC(=O)Nc1ccc(Cl)c(Cl)c1)C(=O)c1cccc2cccnc12 | -33 | 0 | -6 | 5 | 12 | -6 |

Returning to the listing, starting three compounds before the break.
Molecule	SENP1 inh	beta cell repl	PfG6PD inh	HKDC1 inhibitor	SENP8 block-2	SENP8 block-1	SENP7 inh	UBC13 inh	SENP6 inh
Cc1noc(C)c1COC(=O)c1cc(S(=O)(=O)N2CCOCC2)ccc1Cl	0	0	-27	-4	12	-1	3	20	2
COc1ccc(/C=N/NC(=O)c2ccccc2)cc1CN1CCN(c2ccc(F)cc2)CC1	2	2	-6	-2	-5	0	-8	6	-1
Cc1oc(-c2ccccc2F)nc1CS(=O)CC(=O)NC1CCCCC1 (stereo not drawn)	1	0	2	-4	7	3	0	-2	2
O=C(O)C1CCCC[C@H]1C(=O)Nc1ncc([N+](=O)[O-])s1 (stereo partly drawn)	-2	-7	-4	-3	25	-6	-2	-21	-10
O=[N+]([O-])c1ccc(N2CCNCC2)cc1Sc1nc2ccccc2[nH]1	-1	0	4	-15	24	1	-1	3	15
COc1ccccc1N1CCN(C(=O)NCc2ccc(Cl)cc2)CC1	3	-2	31	-1	18	-6	-9	-1	-13
Cc1cc(CNC(=O)Cn2nc(C)c([N+](=O)[O-])c2C)c2ccccc2n1	1	-5	-6	-3	9	-2	-2	-14	3
CCCN(CC(=O)Nc1ccccc1C)C(=O)c1oc2ccc(OCC)cc2c1C	-5	-5	8	-2	-34	-6	7	-6	-8
O=C(NC1CC2CCCC(C1)N2C(=O)N1CCCCC1)C1CCCCC1 (stereo not drawn)	3	-3	-6	-2	29	-4	-10	-2	-19
Nc1cnn(C2OC(CO)C(O)C2O)c(=O)n1 (stereo not drawn)	4	0	3	5	22	-1	-6	4	-13
CCn1cc(S(=O)(=O)NCc2ccccc2Br)cn1	2	-2	3	-5	-3	12	-10	-5	3
COc1ccc(/C=C(/NC(=O)c2ccccc2)C(=O)N2CCC(C)CC2)cc1	1	0	-9	-6	10	-8	-7	-4	-1
N/C(=N\OC(=O)C12CC3CC(CC(C3)C1)C2)c1ccccn1	0	-2	7	-15	14	-7	-1	12	-2
Cc1ccc(S(=O)(=O)N2CCCC2)cc1C(=O)NCCOc1ccccc1	0	-5	6	-4	7	0	1	6	-9
COc1ccc(C(C(=O)NCc2ccccc2)N(Cc2cccnc2)C(=O)c2snc(C(N)=O)c2N)cc1OC (stereo not drawn)	-6	-3	-7	-10	-269	3	-9	0	26
Cc1cccc(NC(=O)CSc2nc3[nH]ncc3c(=O)[nH]2)c1C	0	-3	-15	-10	12	-7	-7	-11	-5
COc1cccc(N2C(=O)Nc3ccc(Br)cc3C2(O)C(=O)NCCCN(C)C)c1 (stereo not drawn)	4	-1	3	-7	11	-9	-6	0	-29
Cc1ccc(S(=O)C(c2ccccc2)c2ccccc2)cc1 (stereo not drawn)	4	·	-9	1	17	·	·	·	·

Two entries from above, with values under each structure:
Below each SMILES: SENP1 inh | beta cell repl | PfG6PD inh | HKDC1 inhibitor | SENP8 block-2 | SENP8 block-1 | SENP7 inh | UBC13 inh | SENP6 inh
O=[N+]([O-])c1ccc(N2CCNCC2)cc1Sc1nc2ccccc2[nH]1
    -1 | 0 | 4 | -15 | 24 | 1 | -1 | 3 | 15
COc1ccccc1N1CCN(C(=O)NCc2ccc(Cl)cc2)CC1
    3 | -2 | 31 | -1 | 18 | -6 | -9 | -1 | -13

Later entries:
Molecule	SENP1 inh	beta cell repl	PfG6PD inh	HKDC1 inhibitor	SENP8 block-2	SENP8 block-1	SENP7 inh	UBC13 inh	SENP6 inh
O=C(/C=C/c1ccc(Br)cc1)NCCCn1ccnc1	1	-2	3	-6	0	-7	-15	-4	-15
CSc1nnc(-c2ccccc2Cl)o1	-1	-2	5	0	15	1	-1	-4	-16
Cc1ccc(C)c(NC(=O)CN(C)C(=O)[C@@H](NC(N)=O)C(C)C)c1	1	-2	-12	-7	9	-13	-7	-1	-17
O=C(Nc1cccc(Br)c1)c1ccc2nc(N3C(=O)CCC3=O)sc2c1	-14	0	9	9	-18	-7	-4	7	4
CCOC(=O)N1CCN(C(=O)COc2ccc(S(=O)(=O)NCC(C)C)cc2C)CC1	0	-2	13	19	9	-5	-8	-2	-11
C/C(=N\NC(=O)CCC(=O)O)c1c(-c2ccccc2)c2cc(Br)ccc2[nH]c1=O	2	-2	-9	-5	-8	-5	6	3	-4
CCOc1ccc(NC(=S)NNC(=S)Nc2cccc(C(F)(F)F)c2)cc1	3	-3	22	-14	3	9	4	-29	8
CSCC[C@H](N)C(=O)N1CCC(C(=O)N[C@H](C(=O)NCc2ccccc2F)C(C)C)CC1	0	0	15	-5	48*	-3	-4	2	-5
CCC(C)NC(=O)COC(=O)Cc1sc(N)nc1-c1ccc(C)cc1 (stereo not drawn)	-12	-3	12	0	5	-8	-7	-32	-5
CN(C)/C=C1\C(=O)NN=C1c1ccccc1	3	-1	-3	-6	29	-4	14	-6	8
COc1ccc(CCNC(=O)C2CCN(S(=O)(=O)c3ccc(C)cc3)CC2)cc1OC	-3	-2	-3	-4	3	-9	-1	-4	9
CN1CC2=Cc3ccccc3OC23Oc2ccccc2C=C3C1	12	-5	120*	10	-76	-10	-2	85*	-5
